Screening results from PubChem BioAssay.
CCT modulator – changes cytosolic chaperonin activity; purified chaperonin ATPase assay, HTRF ADP detection, 30 min; activity change, % (no concentration beside the values), hits read low; actives 0.3% (n = 360,000); AID 651819; in the data active = activity change below about -30%; note: % is set by controls: 0 for no effect and ±100 for the full control effect
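First, chaperonin was dispensed at 40 nM or 20 nM final depending on batch activity. Next, compounds were pinned at 76 uM and ATP added at 10 uM. After 30 min at 37 °C, ADP detection reagents ran 30 min at ambient temperature.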
Nrf2 block – inhibitors of Nrf2 signaling; Potency, µM (highest dose often 46 µM), inactives show top-dose activity change, negative = inhibition, usual class: inhibitors; AID 504444; A549 ARE-Fluc reporter, luciferase luminescence, 18-24 h; actives 2.1% (n = 360,000); note: potency is the fitted concentration of half-maximal effect; % is set by controls: 0 for no effect and ±100 for the full control effect; nearly all actives have a fitted effect of over 60% in size
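Reporter: ARE-Fluc in A549. Exposure: 18-24 h, 37 °C, 5% CO2, 5% FBS OPTI-MEM. Readouts: fluorescent cytotoxicity (CellTiter-Fluor), then luminescent Nrf2 signal after BugLite.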
pAkt inh – blocks phosphorylation of Akt. Neuro2A IGF-stimulated pAkt S473 HTRF, 20 min; active compounds read low. activity change, % for hits at 50 µM. actives 0.32% (n = 360,000); in the data active = activity change below about -80%; inconclusive = mostly about -51% to -80%; note: % is set by controls: 0 for no effect and ±100 for the full control effect
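Single-point screen (50 µM final compound) in Neuro2A cells stimulated 20 min with 6 nM IGF at 37 deg C. After lysis, Ser473-phosphorylated Akt read by HTRF (ex 330 nm, em 615/665 nm) as the 665/615 ratio.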
Nrf2 ARE act – activators of Nrf2 (ARE) signaling; AREc32 ARE-luciferase reporter (MCF7-derived line), luminescence, 24 h; Potency, µM (top dose mostly 46.1 µM), for the others: at the highest dose activation, usual class: activators; actives 0.31% (n = 410,000); AID 624171; note: potency is the fitted concentration of half-maximal effect; % of control where 0% means no effect; nearly all actives have a fitted effect of over 65% in size
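ARE-driven firefly luciferase activity in AREc32 cells measured after a 24 hr compound exposure at 37 deg C, using Steady-Glo reagent and a 30 min room-temperature hold.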
A549 tox – A549 cytotoxicity, counter-screen for Nrf2 inhibitors; A549 ARE-Fluc cells, CellTiter-Fluor viability, 18-24 h; AID 504648; actives 0.16% (n = 390,000); Potency, µM (series often up to 46 µM), without a hit: top-dose activity change, negative = cytotoxicity, usual class: inhibitors; note: potency is the fitted concentration of half-maximal effect; % is set by controls: 0 for no effect and ±100 for the full control effect
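A549 ARE-Fluc cells in 5% FBS OPTI-MEM, 5000 cells/well, rested 2 h then exposed to compounds in concentration-response for 18-24 h at 37 °C. Viability by CellTiter-Fluor fluorescence (Ex 405/Em 525) after 30 min; luciferase luminescence (BugLite, 15 min, RT) read afterwards.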
MmCpn inh – blocks the Methanococcus maripaludis chaperonin Mm-Cpn; purified Mm-Cpn ATPase, ADP Transcreener TR-FRET; Potency, µM (titrated, usually from 76.9 µM), for inactives: at the top dose activity, negative = inhibition, hits mostly inhibitors; actives 0.031% (n = 330,000); AID 504842; note: potency is the fitted concentration of half-maximal effect; % is set by controls: 0 for no effect and ±100 for the full control effect; nearly all actives have a fitted effect of over 80% in size
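ATP (10 uM final) was added to archaeal chaperonin (25 nM final) after 10 min exposure to test compound at 37°C; after 30 min further incubation, ADP was detected by competitive TR-FRET.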
EPAC2 ag – EPAC2 (human) agonism; Q8WZA2; EPAC2 activation, biochemical qHTS; response scale: 100% = 6.5 mM cAMP response; Potency, µM (doses to about 154 µM), without a hit: at the top dose activation, hits mostly activators; AID 720711; actives 0.079% (n = 360,000); note: potency is the fitted concentration of half-maximal effect; nearly all actives have a fitted effect of over 50% in size
Target sequence (Q8WZA2 whole entry, looked up): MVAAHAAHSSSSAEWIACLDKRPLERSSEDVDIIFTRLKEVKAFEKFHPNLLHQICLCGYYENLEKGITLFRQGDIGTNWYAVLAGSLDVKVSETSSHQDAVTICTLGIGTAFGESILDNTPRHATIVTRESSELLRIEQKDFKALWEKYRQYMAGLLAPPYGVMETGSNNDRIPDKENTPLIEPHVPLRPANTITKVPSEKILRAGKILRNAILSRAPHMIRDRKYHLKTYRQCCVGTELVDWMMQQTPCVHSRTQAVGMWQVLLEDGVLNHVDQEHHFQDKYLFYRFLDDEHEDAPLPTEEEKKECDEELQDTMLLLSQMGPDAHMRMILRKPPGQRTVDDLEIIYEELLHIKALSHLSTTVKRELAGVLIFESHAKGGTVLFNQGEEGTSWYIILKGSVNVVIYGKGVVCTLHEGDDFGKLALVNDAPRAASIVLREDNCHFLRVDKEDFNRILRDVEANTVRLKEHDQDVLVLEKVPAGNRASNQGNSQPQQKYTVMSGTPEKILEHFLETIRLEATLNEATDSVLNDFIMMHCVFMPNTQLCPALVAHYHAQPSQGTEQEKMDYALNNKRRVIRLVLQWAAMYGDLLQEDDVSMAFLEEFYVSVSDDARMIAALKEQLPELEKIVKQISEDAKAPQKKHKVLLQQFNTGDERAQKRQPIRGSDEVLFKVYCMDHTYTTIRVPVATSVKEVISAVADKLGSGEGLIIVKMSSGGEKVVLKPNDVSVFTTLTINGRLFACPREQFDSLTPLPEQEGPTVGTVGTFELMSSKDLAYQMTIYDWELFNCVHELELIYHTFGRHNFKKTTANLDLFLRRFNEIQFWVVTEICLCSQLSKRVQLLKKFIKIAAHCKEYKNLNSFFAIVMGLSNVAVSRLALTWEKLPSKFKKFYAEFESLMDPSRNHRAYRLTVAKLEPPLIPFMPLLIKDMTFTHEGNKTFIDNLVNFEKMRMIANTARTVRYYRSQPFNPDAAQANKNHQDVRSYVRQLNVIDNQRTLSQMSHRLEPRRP
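Exchange assay: 100 nM EPAC2 with 250 nM Rap1B-BODIPY-GDP and 50 uM GDP. Fluorescence (ex 480/em 540 nm) read every 5 min for 30 min at room temperature. Data normalized to 6.5 mM cAMP as agonist control.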
TGFb inhibitor – inhibitors of TGF-b signaling; HepG2 CAGA-GFP TGF-b/SMAD3 reporter, GFP fluorescence, 18 h; TGF-beta stimulated, 500 pg/mL final; Potency, µM (highest dose often 46.1 µM), for inactives: at the top dose activity, negative = inhibition, usual class: inhibitors; actives 1.2% (n = 410,000); note: potency is the fitted concentration of half-maximal effect; % is set by controls: 0 for no effect and ±100 for the full control effect; nearly all actives have a fitted effect of over 65% in size
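HEPG2 CAGA-GFP reporter cells (1000/well, DMEM with 1% FBS) received compounds, then recombinant TGF-beta at 500 pg/mL final for 18 hours at 37 degrees C. Per-cell GFP summed per well was normalised to unstimulated and stimulated DMSO controls before curve fitting.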
EPAC2 antag – blocks human EPAC2 exchange factor; Q8WZA2; EPAC2 GEF exchange of Rap1B-BODIPY-GDP, fluorescence; Potency, µM (highest dose often 114 µM), for the others: at the highest dose activity, negative = inhibition, usual class: inhibitors; actives 0.18% (n = 360,000); AID 720708; note: potency is the fitted concentration of half-maximal effect; % is set by controls: 0 for no effect and ±100 for the full control effect; nearly all actives have a fitted effect of over 45% in size; many of its hits are not listed in these tables
Active calls of the source: *; i = inactive; ? = inconclusive; . = no result given; & = joins results of further samples; [ ] = dose if it differs, or a comment. Unless noted, calls come from the whole dose curve; as a rule, active = well fitted curve in the direction sought with a large enough effect; inconclusive = small, poorly fitted or top-dose-only effect, or another doubt; inactive = no such curve, though single readings can be large; an effect the other way counts as inactive or inconclusive. These rows are one share of the data. The share of hits here may be higher or lower than overall.

molecule | CCT modulator | Nrf2 block | pAkt inh | Nrf2 ARE act | A549 tox | MmCpn inh | EPAC2 ag | TGFb inhibitor | EPAC2 antag
Cc1ccc(-c2cc(C(=O)OC3CCOC3=O)c3ccccc3n2)c(C)c1 (configuration not stated) | -2.1 | 2% | i | -0.1% | 0% | -1% | 11% | 0% | -6%
CCC1CCCCN1C(=O)COC(=O)c1ccc(S(=O)(=O)N2CCOCC2)cc1 (configuration not stated) | -6.8 | 12% | i | -0.3% | -10% | 0% | 2% | 19% | -17%[57.1 µM]
COC(=O)c1ccc(-c2nc3cc(Cl)c(N)cc3s2)cc1 | -0.5 | ? | i | 4.5% | 10% | 1% | -6% | -9% | 6%
Cc1ccc(S(=O)(=O)Nc2ccc(S(=O)(=O)N3CCCC3)cc2)cc1 | -0.2 | 3% | i | 0.3% | 6% | 0% | 0% | -14% | -4%
COc1ccccc1NC(=O)c1cnn(-c2ccccc2)c1-n1cccc1 | . | 6% | . | -0.6% | 17% | . | . | -23% | .
O=C(O)CC(NC(=O)Cc1ccc(Cl)cc1)c1ccco1 (configuration not stated) | -0.6 | -7% | i | -1.0% | 3% | -3% | 7% | -8% | -13%
CCOC(=O)c1ccc(S(=O)(=O)N2CCN(C(=O)c3nn(C)c(=O)c4ccccc34)CC2)cc1 | -3.8 | 10% | i | -0.1% | 6% | 1% | 3% | -5% | 3%
Cc1cc(-c2ccc(S(=O)(=O)N3CCN(c4ccc(F)cc4)CC3)s2)on1 | -0.1 | -1% | i | 0.0% | -3% | 0% | -8% | 0% | 8%
Cc1cccc(C)c1-n1nnnc1C1c2ccccc2C(=O)N1CCCn1ccnc1 (configuration not stated) | -1.3 | . | i | -0.8% | . | . | 9% | . | 0%
Cc1ccc(S(=O)(=O)N2C[C@H]3N(C(=O)OC(C)C)N(C(=O)OC(C)C)C[C@H](OC(=O)Nc4cccs4)[C@@]3(O)C2)cc1 | -3.2 | . | i | 8.4% | . | . | 17% | ? | -19%
COc1ccccc1-n1nnnc1SCC(=O)Nc1ccccc1 | -0.2 | 5% | i | -0.7% | 5% | -2% | 5% | -15% | 5%
COc1ccc(CCn2c(Br)nc3c2c(=O)[nH]c(=O)n3C)cc1 | -0.1 | 16% | i | 0.4% | 8% | 2% | 1% | 21% | -10%
O=C(CCC(=O)N1CC2CCCN2c2ccccc21)NCc1ccc(F)cc1 (configuration not stated) | . | ? | . | -0.3% | 4% | . | . | 11% | .
Cc1ccc(CNC(=O)c2nnc(Cc3ccc(Cl)cc3)o2)cc1 | -3.3 | 0%&1% | i | -0.8%&-0.2% | 0%&2% | 1% | -3% | 2%&2% | 9%
Cc1cc(=O)oc2cc(OCC(=O)OCC(=O)N3CCc4ccccc43)ccc12 | -5.2 | -14% | i | -0.7% | -11% | 3% | -4% | 1% | -2%
COc1ccc(NC(=O)Cn2c(SCc3ccc(F)cc3)nc3cccnc32)cc1OC | . | -26% | . | 0.4% | -18% | . | . | ? | .
COc1cccc(N2CC(NC(=O)C(=O)c3c(C)[nH]c4ccccc34)CC2=O)c1 (configuration not stated) | 0.6 | 7% | i | -0.6% | 0% | 1% | -4% | 6% | 18%
Cc1ccc(C(C)NC(=O)C23CC4CC(CC(C4)C2)C3)cc1 (configuration not stated) | -1.7 | ? | i | -0.4% | -1% | 1% | 4% | 8% | 14%
O=C1CC(c2ccccc2F)c2c(c3ccccc3[nH]c2=O)O1 (configuration not stated) | 1.7 | -27% | i | -0.6% | 2% | -1% | 9% | -1% | 1%
Cc1ccc(OCCSc2nnc(-c3cccs3)n2C)cc1 | -1.5 | -1% | i | -0.5% | 2% | -1% | 1% | -2% | 4%
COc1ccc(OCC(=O)N/N=C/c2cccn2-c2cccc(C(=O)O)c2)cc1 | -0.4 | 7% | i | -0.3% | 0% | -4% | -2% | -1% | -3%
O=C(c1cc2cc3ccc(Cl)cc3nc2o1)N1CCN(Cc2ccc3c(c2)OCO3)CC1 | 0.3 | -15% | i | 0.3% | 6% | . | -9% | 4% | ?
O=C(CSc1nnc(-c2ccncc2)n1-c1ccccc1Cl)Nc1ccc(C(=O)O)cc1 | 1.0 | -3% | i | -1.0% | 4% | -1% | 0% | -1% | -11%
CC1(C)C(=O)Nc2ccccc2N1C(=O)CN1C(=O)C(=O)N(C2CCCC2)C1=O | -4.5 | -8% | i | 0.1% | 2% | 1% | -3% | -3% | 0%
CCSc1ncc(Cl)c(C(=O)Nc2ccc(S(N)(=O)=O)cc2)n1 | 0.8 | -16% | i | 0.1% | 0% | ? | 0% | -12% | 7%
O=C(COc1ccccc1)Nc1ccccc1C(=O)NC1CC1 | -0.3 | -1% | i | -0.1% | 1% | 1% | 0% | 0% | 14%
CCC(C)(C(=O)NC1CCCCC1)N(Cc1ccco1)C(=O)CC1NC(=O)NC1=O (configuration not stated) | -3.4 | 18% | i | 1.1% | 0% | 0% | -8% | -2% | -5%
CN=C(Nc1ccccc1)SC1CC(=O)N(c2ccc(C(=O)OC)cc2)C1=O (configuration not stated) | 0.9 | -10% | i | 0.1% | -4% | 2% | 19% | 0% | -4%
O=C(Nc1ccccc1)c1cc2c(=O)c3ccccc3oc2nc1C(F)(F)F | -1.4 | ? | -94%* | -0.8% | 4% | -3% | 3% | 0% | 6%[57.1 µM]
Cc1ccc(C(=O)N(CC(=O)NC2CCCC2)c2ccccc2C)s1 | 0.4 | 2% | i | 1.5% | 9% | 1% | 7% | -17% | -25%

One compound at a time (already shown):
COc1ccc(NC(=O)Cn2c(SCc3ccc(F)cc3)nc3cccnc32)cc1OC is listed with CCT modulator: .; Nrf2 block: -26%; pAkt inh: .; Nrf2 ARE act: 0.4%; A549 tox: -18%; MmCpn inh: .; EPAC2 ag: .; TGFb inhibitor: ?; EPAC2 antag: .
Cc1ccc(CNC(=O)c2nnc(Cc3ccc(Cl)cc3)o2)cc1 is listed with CCT modulator: -3.3; Nrf2 block: 0%&1%; pAkt inh: i; Nrf2 ARE act: -0.8%&-0.2%; A549 tox: 0%&2%; MmCpn inh: 1%; EPAC2 ag: -3%; TGFb inhibitor: 2%&2%; EPAC2 antag: 9%

Continued.
molecule | CCT modulator | Nrf2 block | pAkt inh | Nrf2 ARE act | A549 tox | MmCpn inh | EPAC2 ag | TGFb inhibitor | EPAC2 antag
CC12CN3CC(c4ccccc4)(CN(C1)C3c1ccc(Cl)cc1)C2=O (configuration not stated) | . | -6% | . | -0.9% | 3% | . | . | -16% | .
O=C1/C(=C\c2cc(Br)cc(Br)c2O)SC(=S)N1Cc1ccccc1 | -3.4 | ? | i | -0.6% | ? | -1% | 13% | ? | -1%
COc1ccc(NC(=O)CN(C)C(=O)CCNC(=O)Nc2ccccc2)cc1 | 1.7 | 0% | i | -0.1% | -3% | -3% | 3% | 17% | 26%
OC(CNCc1ccccc1C(F)(F)F)C(F)(F)F (configuration not stated) | -3.6 | 13% | i | 9.4% | -10% | 0% | -8% | 1% | -9%
CCN(CC)S(=O)(=O)c1cccc(-c2nnc(SC(C)C(N)=O)n2CCc2ccccc2)c1 (configuration not stated) | -0.5 | . | i | -0.3% | 0% | 2% | -4% | 6% | -4%
COc1ccccc1N1CCN(C(=O)c2nn(C)c3c2CS(=O)(=O)c2ccccc2-3)CC1 | 0.3 | 4%&-12% | i | 2.0%&-0.4% | 6%&-5% | 1% | -5% | 4%&0% | 5%
CCOc1ccc(NC(=O)N2CCN3CCCCC3C2)cc1 (configuration not stated) | . | 21% | . | 0.1% | 8% | . | . | 1% | .
Clc1ccc2c(c1)-c1c(cnc3cc(-c4ccccc4)nn13)CO2 | . | 17% | . | 4.2% | -2% | . | . | 3% | .
COc1cc(NC(=O)c2cnc(N)s2)cc(C(=O)Nc2cccc(C(F)(F)F)c2)c1 | -1.0&-0.2 | -6% | i | 0.5%&2.7% | -16% | ? | 9%&5% | ? | -19%&-4%
CS(=O)(=O)NN1C(=O)c2ccccc2NC1c1cc2ccccc2nc1Cl (configuration not stated) | 0.0 | -26% | i | 0.3% | 2% | 0% | 4% | 1% | 3%
CCC1CCCCN1CCCNC(=O)CNC(=O)Cn1ccc2ccccc2c1=O (configuration not stated) | 1.4 | 29% | i | -1.1% | 0% | -1% | 0% | 15% | 17%
Cn1c(CNC(=O)C(Cc2ccccc2)NC(=O)c2cccc(F)c2)cc(=O)n(C)c1=O (configuration not stated) | 1.0 | 0% | i | -0.6% | 0% | -1% | 1% | 4% | 2%
CCOc1cc(C2C(C(=O)N3CCOCC3)=C(C)NC3=C2C(=O)CCC3)ccc1O (configuration not stated) | -4.7 | -7% | i | 1.8% | -2% | 0% | 4% | -10% | -1%
CCC(CC)NC(=O)CSc1nnc(-c2c[nH]c3ccccc23)o1 | 1.2 | -15% | i | -0.6% | -3% | 0% | 5% | 4% | 5%
COc1ccc(C2=Nc3ccc(Br)cc3C(c3ccccc3)N2CC(=O)NN)cc1 (configuration not stated) | -0.2 | 2% | i | 4.3% | 4% | -2% | 16% | ? | 8%
Cc1c(N2C(=O)/C(=C\c3cccc4ccccc34)SC2=S)c(=O)n(-c2ccccc2)n1C | 1.1 | ? | i | 1.7% | -20% | 1% | 8% | 12% | -8%
Cc1ccc(C(=O)OCc2nnc(-c3ccccc3)o2)s1 | -0.4 | 4% | i | 7.7% | 0% | 2% | 17% | -14% | -8%

3 entries from above, sorted by the number in EPAC2 antag, largest number first.
SMILES | EPAC2 antag
COc1ccccc1N1CCN(C(=O)c2nn(C)c3c2CS(=O)(=O)c2ccccc2-3)CC1 | 5%
Cc1ccc(OCCSc2nnc(-c3cccs3)n2C)cc1 | 4%
COc1ccc(CCn2c(Br)nc3c2c(=O)[nH]c(=O)n3C)cc1 | -10%
